Screening results: PubChem, Sanford-Burnham Center for Chemical Genomics
UPR CHOP act – activators of apoptotic arm of unfolded protein response (CHOP); activation, % at 10 µM; 330,000 compounds, 0.34% hits; CHO-CHOP luciferase reporter, UPR activation, luminescence; percent of tunicamycin response over DMSO baseline; AID 449763;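 active = at 10 µM dose, activation of 40% or more, normalized to positive control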;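 also: 100% = tunicamycin at 10 µg/mL and 0% = DMSO alone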
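Assay system: CHO cells with stable CHOP pathway luciferase reporter; Buffer or medium: F12 plus 10% serum; Times: 16-18 h cell attachment, then 6 h compound exposure, 37 °C; Signal: luciferase luminescence; Read-out basis: percent activation relative to tunicamycin control; Control set: tunicamycin high control, DMSO low control.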
tim23-1 inh – growth inhibitors of tim23-1 mutant yeast; 330,000 compounds, 1.3% hits; inhibition, % at 20 µM; S. cerevisiae tim23-1 growth, BacTiter-Glo luminescence, 24 h;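 active = growth inhibition of the mutant yeast at or above 50%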;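 also: temperature-sensitive mutant grown at 25 °C; plate controls were DMSO-treated mutant yeast for no effect and medium wells lacking yeast for full effect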
APJ agonist – APJ receptor agonism. CHO-K1 APJ PathHunter beta-arrestin, luminescence; 0% DMSO wells, 100% apelin. activation, % at 20 µM. 330,000 compounds, 0.11% hits. AID 2520;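 active = activation more than six SD over the plate average, tested at 20 µM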;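 also: 0% = DMSO alone and 100% = apelin-13 at 10 nM; some results filed as inactive read as strong as hits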
Target sequence (P35414 whole entry, looked up): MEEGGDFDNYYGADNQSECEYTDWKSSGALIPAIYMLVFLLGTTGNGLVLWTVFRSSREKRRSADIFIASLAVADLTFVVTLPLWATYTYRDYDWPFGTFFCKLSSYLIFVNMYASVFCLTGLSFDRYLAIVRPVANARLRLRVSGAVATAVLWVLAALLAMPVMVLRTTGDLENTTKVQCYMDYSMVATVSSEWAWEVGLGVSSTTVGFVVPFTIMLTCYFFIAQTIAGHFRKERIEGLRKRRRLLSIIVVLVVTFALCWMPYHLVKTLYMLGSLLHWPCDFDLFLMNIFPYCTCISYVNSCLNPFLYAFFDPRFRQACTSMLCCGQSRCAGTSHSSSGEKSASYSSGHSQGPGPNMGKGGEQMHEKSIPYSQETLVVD
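Material: engineered CHO-K1 APJ arrestin reporter cells; amount: 1000 CHO-K1 reporter cells seeded per well; incubation: compound stimulation 90 min at 25 °C, detection 60 min; signal: luminescent beta-gal fragment complementation, chemiluminescent substrate; read-out basis: APJ agonist activity; controls: DMSO-only wells as negative, 10 nM Apelin-13 as positive control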
CXCR6 inh – CXCR6 (human) receptor inhibition; CHO-K1 PathHunter CXCR6 beta-arrestin, luminescence; AID 602244; 360,000 compounds, 0.36% hits; inhibition, % at 20 µM; O00574; in the data active = inhibition above about 34%, passing the limit was not always enough;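 also: antagonist mode with CXCL16 agonist at 10 nM final; 0% = 10 nM CXCL16 with DMSO and 100% = unstimulated wells without agonist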
Target sequence (O00574 whole entry, looked up): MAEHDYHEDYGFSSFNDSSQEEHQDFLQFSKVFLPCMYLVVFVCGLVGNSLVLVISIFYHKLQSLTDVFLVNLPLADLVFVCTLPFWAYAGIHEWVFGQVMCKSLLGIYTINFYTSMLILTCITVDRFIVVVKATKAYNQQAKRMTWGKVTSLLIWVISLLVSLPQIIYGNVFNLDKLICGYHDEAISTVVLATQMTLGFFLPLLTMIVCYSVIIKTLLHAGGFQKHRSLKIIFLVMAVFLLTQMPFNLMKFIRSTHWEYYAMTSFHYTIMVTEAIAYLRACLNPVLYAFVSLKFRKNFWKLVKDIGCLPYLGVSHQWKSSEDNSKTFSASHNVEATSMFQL
TIM10 inh – inhibits growth of TIM10 yeast strain; S. cerevisiae TIM10 strain growth, BacTiter-Glo luminescence, 24 h; inhibition, % at 10 µM; 330,000 compounds, 1.4% hits;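 active = inhibition of 40% or more at the single tested concentration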;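 also: wild-type TIM10 isogenic control strain grown at permissive 25 °C; 0% = DMSO yeast wells and 100% = minimal medium wells without yeast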
Mdm2 MdmX PPI – human Mdm2/MdmX binding inhibition | O15151+Q00987 | SaOS-2 split-luciferase Mdm2/MdmX complementation, luminescence | inhibition, % at 8 µM | 330,000 compounds, 3% hits;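 active = inhibition of at least 50% at 8 µM in the primary screen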
UPR XBP1 act – activators of adaptive arm of unfolded protein response (XBP1). AID 463104. activation, % at 20 µM. 330,000 compounds, 0.33% hits. CHO-XBP1 luciferase reporter, IRE1-XBP1 UPR activation, luminescence; percent of tunicamycin response, DMSO as zero;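 active = versus positive control, 20 µM dose yields 30% or more activation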;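 also: 100% = tunicamycin at 10 µg/mL and 0% = DMSO only wells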
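Material: CHO cell line with stable XBP1 luciferase reporter; schedule: 16-18 h cell attachment at 37 °C, then 6 h compound exposure; signal: glow luminescence from Steady-Glo reagent; medium: serum-containing F12 medium, 10% FBS; benchmarks: tunicamycin 10 µg/mL and vehicle-only wells; read-out: percent activation relative to tunicamycin reference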
APJ antagonist – antagonists of human APJ apelin receptor. CHO-K1 APJ beta-arrestin complementation, luminescence. inhibition, % at 20 µM. 330,000 compounds, 0.32% hits. AID 2521;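 active = inhibition above about 40% at 20 µM, limit read from the data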;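 also: cells challenged with 10 nM apelin-13 agonist together with compound; plate controls were apelin-13 plus DMSO wells for no effect and DMSO wells lacking apelin-13 for full effect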
tim10-1 inh – inhibits growth of tim10-1 mutant yeast; S. cerevisiae tim10-1 ts strain growth, BacTiter-Glo, 24 h; 330,000 compounds, 2.2% hits; inhibition, % at 20 µM;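 active = inhibition of at least 40%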;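 also: mutant grown at 25 °C; 0% = DMSO wells with yeast and 100% = wells holding no yeast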
Active calls of the source: *; · = no result given.

SMILES	UPR CHOP act	tim23-1 inh	APJ agonist	CXCR6 inh	TIM10 inh	Mdm2 MdmX PPI	UPR XBP1 act	APJ antagonist	tim10-1 inh
Cc1cccnc1NC(=O)c1ccccc1-c1ccccc1C(=O)Nc1ncccc1C	0.0	6	1	-3	0	-20	-1	7	16
CCOc1ccc(S(=O)(=O)N2CCC(C(=O)Nc3cccc(NC(C)=O)c3)CC2)cc1	0.8	10	1	-6	-2	9	-2	1	-6
CSc1ccc(CN(C)CC(=O)Nc2ccc(C)cc2Br)cc1	3.1	18	1	1	-1	2	-1	-4	-5
Cc1ccccc1NC(=O)c1c(C)[nH]c(=S)c(C#N)c1-c1ccc(Cl)cc1	0.8	13	3	0	-16	-41	-1	3	16
Cc1cc(C)c(OCC(=O)Nc2nnc(-c3ccco3)o2)c(C)c1	0.2	23	0	7	35	-8	1	-7	39
Cn1cnnc1SCC(=O)N/N=C/c1ccc(OCC(N)=O)cc1	-1.3	14	0	-6	13	13	-4	-2	4
COC(=O)[C@@]12CCCCN1[C@H](c1ccc(-c3ccc(F)cc3)cc1)[C@H]1C(=O)N(C)C(=O)[C@H]12	-1.2	31	-4	-2	12	64*	-1	7	8
CN(C)S(=O)(=O)c1cc(NC(=O)C2=COCCO2)ccc1Cl	1.7	29	0	-2	7	-2	2	11	18
Nc1nc(SCC(=O)Nc2cc(Cl)ccc2Cl)n[nH]1	-0.6	9	-4	-3	1	47	-1	1	11
CN(CC(=O)Nc1ccccc1Cl)C(=O)COC(=O)CCN1C(=O)C2CC=CCC2C1=O (stereo not drawn)	-0.2	1	-5	-3	1	-11	-2	16	-13
CCCC1=C(C(=O)OCC)C(c2ccco2)C(C#N)=C(N)O1 (stereo not drawn)	-2.2	3	-3	-4	0	4	-2	6	18
CCCCn1c(-c2csc(CC)c2)n[nH]c1=S	0.2	38	-2	-13	17	3	1	9	38
CCOC(=O)c1cncc(O)c1	0.2	2	0	-5	-13	13	-3	-21	-11
O=C(Nc1ccc2c(c1)OCO2)c1cc(-c2ccncc2)nc2ccccc12	0.5	11	3	6	10	11	0	-16	38
CCOC(=O)c1cnn2c(C)cc(-c3ccc(F)cc3)nc12	6.1	18	0	8	3	-45	-2	33	16
NS(=O)(=O)c1ccc(NC(=S)NC2CC2)cc1	-0.1	0	-3	-7	14	15	6	-26	13
COCC(=O)Nc1ccc([N+](=O)[O-])cc1OC	-1.1	11	-2	-12	-5	10	-2	-2	20
C/C(=N\N=C(N)N)c1cc(Cl)ccc1Cl	-1.2	-1	-3	-2	-4	-32	0	13	6
O=C(NCc1ccncc1)C(=O)Nc1ccc2c(c1)OCO2	-0.1	-3	-1	-2	-8	12	5	-1	-9
Cn1c(NC(=O)c2cc(Br)ccc2Cl)cc(=O)n(C)c1=O	1.4	4	-4	-7	-2	-5	-2	-4	7
O=C(CSCCc1ccccn1)Nc1cccnc1	-0.5	14	-1	-7	-14	-15	-5	-14	18
CCOc1ccccc1OCCCOc1ccc(C)cc1Br	6.0	9	-3	2	9	-22	2	9	6
O=C(c1cc(=O)[nH]c2ccccc12)N1CCN(Cc2ccc3c(c2)OCO3)CC1	-0.2	-10	-5	-10	4	14	-3	8	-1
CN(C)C(=O)c1cc(S(=O)(=O)N(C)C)c(Cl)cc1N1CCCC1	-0.7	8	-1	-3	10	5	-3	1	2
Cc1ccc(NC(=O)CN2CCc3cc4c(cc3C2)OCCCO4)cc1	0.8	28	-5	8	-9	1	-1	-12	30
CCc1ccc(Nc2cc(C(=O)NCCCN3CCOCC3)c3ccccc3n2)cc1	-1.6	-15	-1	-15	-7	13	0	2	-3
Nc1ccnc(=O)[nH]1	0.4	13	0	-1	0	-17	-5	-2	4
CCCC1CCC(c2nc(-c3cccnc3)no2)CC1 (stereo not drawn)	4.6	16	1	0	8	-40	6	18	21
Cc1ccccc1C(=O)NCC(=O)NCC1(N2CCOCC2)CCCCC1	0.6	-8	-3	7	-5	6	1	25	0
O=C(CSc1nnc(C2COc3ccccc3O2)o1)N1CCOCC1 (stereo not drawn)	-2.3	4	-5	0	-8	19	3	-2	3
COc1cc(NC(=O)c2cccnc2)c(Cl)cc1NC(=O)c1ccc(Cl)cc1	0.8	-10	8	-6	-6	32	1	7	-7
O=C(Nc1ccc2c(c1)OCO2)c1ccc(NC2CC2)c([N+](=O)[O-])c1	5.7	-6	-3	23	-3	7	1	19	-7
Cc1cc(C)cc(-n2c(O)c(C=NC3CCS(=O)(=O)C3)c3ccccc3c2=O)c1 (stereo not drawn)	0.3	3	-4	7	3	21	-2	8	5
CCOc1ccccc1NC(=O)c1cc(S(=O)(=O)N2CCOCC2)ccc1C	2.3	22	-4	-4	5	-5	1	8	27
COc1cc(NC(=O)CN(c2ccc(C)cc2)S(=O)(=O)c2c(C)nn(C)c2C)cc(OC)c1	0.6	23	-3	2	21	2	-3	14	32
CCOc1ccc(/C=N/NC(=O)C(C)N(c2ccc(OC)cc2)S(C)(=O)=O)cc1 (stereo not drawn)	-0.7	12	5	-3	8	-33	-1	-6	7
COc1ccc2[nH]c(=O)c(CN(C(C)=O)c3ccc(C)c(C)c3)cc2c1	-0.8	13	1	-2	-4	-3	-2	16	-2
CC(C)N(C(=O)COc1ccc(Br)cc1Cl)C(C)C	3.8	29	-3	-6	8	-21	3	18	7
O=C(Oc1ccccc1)N1CCN(C(=O)c2ccco2)CC1	2.9	7	-2	-7	-10	3	0	-4	4
CCCCNC(=O)CSc1nc2cc(OC)c(OC)cc2c(=O)n1Cc1ccc(OC)cc1	-2.4	17	-5	6	-2	24	0	-6	16

Next part; it opens with the three that closed the last part.
SMILES	UPR CHOP act	tim23-1 inh	APJ agonist	CXCR6 inh	TIM10 inh	Mdm2 MdmX PPI	UPR XBP1 act	APJ antagonist	tim10-1 inh
CC(C)N(C(=O)COc1ccc(Br)cc1Cl)C(C)C	3.8	29	-3	-6	8	-21	3	18	7
O=C(Oc1ccccc1)N1CCN(C(=O)c2ccco2)CC1	2.9	7	-2	-7	-10	3	0	-4	4
CCCCNC(=O)CSc1nc2cc(OC)c(OC)cc2c(=O)n1Cc1ccc(OC)cc1	-2.4	17	-5	6	-2	24	0	-6	16
Clc1ccc(NCc2nnc3n2CCCCC3)cc1	-1.0	-20	0	-6	9	-9	-5	58*	-20
Cc1ccc(S(=O)(=O)NCC(=O)OCC(=O)NC(=O)NC2CCCC2)cc1	-1.9	7	-3	-2	-6	18	-4	-1	0
CC(C)c1cc(NCCOCCO)n2c(nc3ccccc32)c1C#N	-0.7	-5	1	-3	-14	20	6	6	17
CC(C)[C@H](NC(=O)c1ccccc1F)C(=O)NCc1ccc(S(N)(=O)=O)cc1	3.2	3	-4	-2	-12	15	1	8	-9
CC/C(=N\NC(=O)C1CC1)c1cccc(Cl)c1	-0.2	-2	-4	-11	-2	21	-2	30	19
O=C(COc1ccccc1C(=O)NCc1ccccc1)Nc1ccccc1	-0.7	22	-1	-6	12	14	-3	-5	15
COc1ccc(-n2c(Cc3cccn3C)nnc2SCC(=O)Nc2ccc3c(c2)OCO3)cc1	0.7	33	-4	3	12	12	-1	20	24
CC(C)c1ccc(NC2CCCN(C(=O)CCN3CCOCC3)C2)cc1 (stereo not drawn)	-0.6	10	8	8	2	14	-3	10	7
O=C(Cn1c(-c2ccc(Cl)cc2)noc1=O)N1CCN(c2ccccc2F)CC1	-1.3	32	-1	-5	10	9	0	11	20
CC[C@]12c3[nH]c4ccc(Cl)cc4c3CCN1C(=O)[C@@H](CC(=O)NCc1ccc(OC)c(OC)c1)C[C@@H]2C(=O)N1CCN(C(=O)c2ccco2)CC1	1.7	22	·	-9	-3	16	1	·	7
CCCCN(C(=S)Nc1cccc(SC)c1)C1CCN(C(C)=O)CC1	1.9	3	-2	1	-11	1	-1	-3	12
CN(Cc1ccco1)c1ncnc2ccc(-c3ccc4c(ccn4C)c3)cc12	-0.8	34	-4	-1	8	51*	17	4	13
Cc1ccc(S(=O)(=O)CC(c2ccccc2)N2CCCCC2)cc1 (stereo not drawn)	-0.3	27	-3	12	24	8	0	15	24
COc1ccc(CNC(=O)COC(=O)/C=C/c2ccco2)cc1	-1.3	6	-4	3	-13	9	3	9	3
Cc1[nH]c2ccc(F)cc2c1CCN(Cc1ccncc1)C(=S)Nc1cccc(F)c1	0.7	37	3	5	11	24	-4	-37	24
COc1ccc(S(=O)(=O)c2ccc(O)cc2)cc1	0.7	-1	-4	-3	15	30	-1	1	16
CN(C(=O)c1ccc2c(=O)n3c(nc2c1)CCCCC3)c1cccc(Cl)c1	4.8	25	-2	3	15	1	3	16	0
CCN1CCN(c2ncnc3c2cnn3-c2ccc(C)cc2C)CC1	-3.0	-15	-3	3	3	-1	1	4	11
O=c1cc(-c2ccc(O)cc2)oc2c(O)c(O)c(O)c(O)c12	1.0	4	3	-7	-6	-20	4	-21	1
CC(C)(C)NC(=O)CN(C(=O)Cn1nnc(-c2ccc(Cl)cc2)n1)C1CCN(Cc2ccccc2)CC1	3.6	7	4	13	4	36	-1	-14	16
CC(=O)N1CCC(N(CCCOC(C)C)S(=O)(=O)c2ccc([N+](=O)[O-])cc2)CC1	-0.7	13	0	-5	-7	8	-4	-21	14
CCN(CC)c1ccc(/C=C2\SC(N)=NC2=O)cc1	4.1	1	-2	7	-31	-15	1	17	-26
Cc1cccc(C(=O)Nc2ccc(S(=O)(=O)N3CCOCC3)cc2C)c1	0.2	16	-2	1	-5	26	0	0	10
O=C(O)/C=C/C(=O)NCCC(c1ccccc1)c1ccccc1	0.2	4	-2	1	-1	25	-2	-24	-2
CCOc1cc(/C=C2/SC(=S)NC2=O)ccc1OC(=O)c1ccco1	0.8	17	-6	4	18	16	2	11	29
COc1ccc(OC)c(S(=O)(=O)N/N=C(/C)c2ccc3c(c2)OCO3)c1	0.1	9	-2	-7	-6	-8	-5	-14	0
N#CCCn1cc(/C=N/NC(N)=S)c(-c2ccc(-c3ccccc3)cc2)n1	0.0	19	0	-5	24	41	4	-4	23
COc1cc(C2C(C#N)=C(N)Oc3cc(C)n(CCN4CCOCC4)c(=O)c32)cc(OC)c1OC (stereo not drawn)	1.7	2	-1	-1	10	1	1	13	-1
COc1ccc(N2CCN(C(CNC(=O)C(=O)NCCC3=CCCCC3)c3ccco3)CC2)cc1 (stereo not drawn)	1.5	6	0	3	6	25	21	3	15
CC1=NNC(=O)C1CCC(=O)N/N=C/c1ccc(Cl)cc1Cl (stereo not drawn)	3.5	14	-4	-1	13	20	1	-1	2
Oc1ccc[n+](/C=C\c2ccccc2)c1	0.0	14	-4	-5	-1	8	0	20	8
O=C(CSc1nnnn1C1CCCC1)NCc1ccc2c(c1)OCO2	-0.7	13	-6	4	14	21	-1	14	1
O=C(c1ccc2c(c1)OCO2)N1CCc2ccccc21	-0.2	12	1	1	-12	24	0	-33	-5

An excerpt (hit frequency here may not be typical).
